# Screening data from PubChem.
# PKA-R1A act: activators of PKA-R1A holoenzyme, primary screen, biochemical, fluorescence polarization, Cy5-IP20, bovine R1A, mouse PKAc | PKA-R1A dissociation; scaled: DMSO 0%, 113 µM cGMP 100% | AID 504707, 2011 | 0.083% of 340,000 active | cAMP-dependent protein kinase type I-alpha regulatory subunit (Bos taurus) + … | activation, % at 11.4 µM;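 active = percent activation above the mean of all tested compounds plus 3 SD, cut at about 19% in these data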;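 note: higher means more PKAc released from R1A so a rise in polarization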
# SUMO Mot1 rescue: yeast Mot1-301 growth rescue at high temperature, primary screen, SUMOylation pathway inhibitor project, S. cerevisiae, ATP luminescence, 38.5C; S. cerevisiae Mot1-301 growth rescue; percent above DMSO median, 100 means doubled; growth rescue, % at 18.8 µM; 1% of 320,000 active; AID 2716, 2010;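 active = every valid replicate shows activation above 250% relative to neutral control wells; inactive = the rest, any valid replicate at or below 250%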;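 note: OY570 slx delta 5 strain wells were the positive control but not used for scaling; some compounds called inactive have numbers as strong as hits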
# phage Ecoli inh: growth loss of phage-infected E. coli, primary screen, RecBCD inhibitor project, absorbance, with phage, HTS | inhibition, % at 11.9 µM | 0.26% of 360,000 active | AID 651602, 2012; in the data active = inhibition above about 11%
# MOR-DOR inv ag: inverse agonists of MOR-DOR heterodimerization, primary screen, cell-based, luminescence | AID 504357, 2011 | inhibition, % at 9.3 µM | Mu-type opioid receptor (Homo sapiens) + Delta-type opioid receptor (Homo sapiens), … | cell-based MOR-DOR heterodimer luminescence, inverse agonism | 0.21% of 340,000 active; in the data active = inhibition above about 22%, passing the limit was not always enough;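 note: 0% = cells with DMSO and 100% = wells without cells with DMSO; values of inactives mirror those of a sister screen read the other way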
# E coli growth: E. coli V3065 growth inhibition, primary screen, counter-screen for AddAB inhibitor project, absorbance, OD600; AID 449728, 2010; 0.27% of 330,000 active; 18 h; inhibition, % at 11.9 µM;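 active = inhibition above the campaign's mean inhibition across all tested compounds plus 3 SD, cut at about 9.9% in these data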;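 note: uninfected addAB+ strain grown without phage in ampicillin broth; 0% = DMSO wells and 100% = ciprofloxacin 0.95 µg/ml wells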
# HTR5A inv ag: HTR5A inverse agonists in luminescence cell assay, primary screen, counter-screen for OPRM1-OPRD1 heterodimer inverse agonist project, full-deck HTS; inhibition, % at 9.3 µM; HTR5A cell line, inverse agonism; 0.083% of 340,000 active; AID 504634, 2011; in the data active = inhibition mostly above about 23%, no sharp cut-off; inactive = mostly below about 18%;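 note: 0% = cells with DMSO and 100% = no-cell wells with DMSO; some compounds called inactive have numbers as strong as hits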
# Target sequence (P47898 whole entry, looked up): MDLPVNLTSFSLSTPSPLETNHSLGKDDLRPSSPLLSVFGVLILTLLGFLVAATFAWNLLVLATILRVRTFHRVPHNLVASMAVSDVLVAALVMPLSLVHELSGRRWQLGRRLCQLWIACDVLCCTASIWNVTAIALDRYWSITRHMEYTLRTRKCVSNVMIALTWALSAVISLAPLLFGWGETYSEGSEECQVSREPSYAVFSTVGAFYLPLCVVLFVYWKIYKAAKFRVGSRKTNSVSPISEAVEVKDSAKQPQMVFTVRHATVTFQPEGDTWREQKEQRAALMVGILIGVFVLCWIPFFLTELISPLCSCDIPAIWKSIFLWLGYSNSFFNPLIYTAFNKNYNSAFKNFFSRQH
# OPRM1-OPRD1 ag: agonists of OPRM1-OPRD1 heterodimerization, primary screen, cell-based, luminescence | AID 504326, 2011 | 0.3% of 340,000 active | activation, % at 9.3 µM | cells | Mu-type opioid receptor (Homo sapiens) + Delta-type opioid receptor (Homo sapiens), …; in the data active = activation above about 18%;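 note: 0% = vehicle-treated cells and 100% = reference agonist; values of inactives mirror those of a sister screen read the other way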
# AddAB inh: growth inhibition of E. coli expressing H. pylori AddAB, primary screen, AddAB inhibitor project, absorbance; inhibition, % at 11.9 µM; AID 435030, 2010; 0.29% of 330,000 active; in the data active = inhibition above about 12%;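 note: 0% = vehicle wells of infected cells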
# PKA-R2B activ: activators of PKA-R2B holoenzyme, primary screen, biochemical, fluorescence polarization, Cy5-IP20, human; activation, % at 11.4 µM; cAMP-dependent protein kinase catalytic subunit beta (Homo sapiens) + cAMP-dependent …; PKA-R2B holoenzyme dissociation; R2B truncated from residue 108, S112A mutant; 0% DMSO only, 100% 113 µM cGMP; 0.079% of 340,000 active;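 active = activation above a cutoff set at the mean over all compounds plus 3 SD, cut at about 18% in these data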;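 note: higher means more holoenzyme dissociation and a rise in polarization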
# Target sequence (P31323 whole entry, looked up, other chains not shown, the tested form may be a part): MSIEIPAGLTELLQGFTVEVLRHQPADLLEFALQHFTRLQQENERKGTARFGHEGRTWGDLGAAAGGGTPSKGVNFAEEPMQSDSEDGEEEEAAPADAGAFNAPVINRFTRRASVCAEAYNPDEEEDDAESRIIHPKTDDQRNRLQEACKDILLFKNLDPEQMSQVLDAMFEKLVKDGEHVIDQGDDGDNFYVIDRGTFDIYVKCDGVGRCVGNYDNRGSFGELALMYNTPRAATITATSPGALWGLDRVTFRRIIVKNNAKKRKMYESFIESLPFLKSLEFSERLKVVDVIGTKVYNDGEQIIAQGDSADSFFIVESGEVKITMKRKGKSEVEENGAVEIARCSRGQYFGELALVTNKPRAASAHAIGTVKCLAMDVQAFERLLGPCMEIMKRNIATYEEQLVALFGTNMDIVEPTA
# PfHsp90 set2: growth inhibition of PfHsp90-expressing yeast, primary screen, antimalarial PfHsp90 inhibitor project, S. cerevisiae, BacTiter-Glo luminescence, single point, set 2. inhibition, % at 9.4 µM. AID 504621, 2011. BacTiter-Glo ATP, 48 h; yeast lacking PDR1 and PDR3 efflux regulators. 0.32% of 310,000 active;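 active = every replicate shows inhibition above about 80%, whatever the replicate mean, limit read from the data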;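 note: 0% = DMSO neutral controls and 100% = 20 µM radicicol positive controls; yeast relying on Plasmodium falciparum Hsp90 in place of its own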
# Tat transport: E. coli Tat export inhibitors, primary screen, MC4100, TorA-mCherry reporter, fluorescence, single point; 0.036% of 340,000 active; inhibition, % at 10 µM;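 active = mean replicate inhibition at least 50% and at least half of replicates individually reaching 50%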;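 note: exported cargo escapes ClpAP degradation while cytoplasmic cargo is degraded and loses fluorescence; 0% = median of neutral control wells and 100% = median of NaSCN control wells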
# An asterisk follows results filed as active; nt = not tested or not shown; & = joins results of further samples. Random draw from the library; overall some 2.2% were active at least once.
SMILES	PKA-R1A act	SUMO Mot1 rescue	phage Ecoli inh	MOR-DOR inv ag	E coli growth	HTR5A inv ag	OPRM1-OPRD1 ag	AddAB inh	PKA-R2B activ	PfHsp90 set2	Tat transport
Cc1cccc(Nc2nnc(SC3CCOC3=O)s2)c1C (centres undefined)	-5	12	3.4	1	-1.1	2	-0.3	0.8	-3	20	14
CC(C)Cn1c(CN2CCCCC2C)nc2c1c(=O)n(C)c(=O)n2C (centres undefined)	-1	4	0.1	1	-0.7	20	-0.2	-3.7	3	1	-10
CCOC(=O)C(=O)Nc1ccc(S(=O)(=O)Nc2nccs2)cc1	-2	-9	-2.0	15	3.7	13	-3.0	1.2	-1	-7	-4
CS(=O)(=O)c1ccc(Oc2ccc(-c3nnco3)cc2)c([N+](=O)[O-])c1	-12	-3	3.3	2	2.1	-5	-0.3	4.9	-3	24	4
Cc1ccc(-c2cccc(C3CC=CC4C3C(=O)N(Cc3ccccc3)C4c3ccc(C(F)(F)F)cc3)c2)cc1 (centres undefined)	-6	46	2.3	11	2.5	-2	-2.0	2.7	6	-9	7
COc1ccc(CCNC(=O)CSc2ccc(-c3cccs3)nn2)cc1OC	-1	-13	1.8	9	-0.9	18	-1.9	0.5	-3	nt	1
Cc1ccc(OCc2nc(-c3ccccn3)n[nH]2)cc1	-4	-2	-2.6	11	-3.1	23	-2.3	-2.8	-5	nt	-3
O=C(C1CCN(S(=O)(=O)c2ccc(Cl)s2)CC1)N1CCN(c2ccccc2)CC1	-5	nt	1.2	-2	nt	4	0.3	nt	4	-7	-2
Cn1cccc1Cc1nnc(SCC(=O)Nc2ccc(F)cc2)n1CCc1ccccc1	1	-2	3.0	9	1.7	-16	-1.8	1.9	-4	-24	10
CN(CC(=O)NCc1ccccn1)S(=O)(=O)c1cc(Cl)ccc1Cl	-3	-6	-0.5	12	-1.3	9	-2.3	1.4	8	nt	5
Clc1ccc(SCCn2cncn2)cc1	1	-7	1.9	14	-1.7	-20	-2.5	-2.9	3	1	17
CC1CC(C)CN(C(=O)COC(=O)c2ccc3c(c2)C(=O)N(Cc2ccco2)C3=O)C1 (centres undefined)	-7	40	-0.8	9	0.3	8	-2.4	-0.6	1	19	4
COc1ccccc1NC(=O)C1CCN(C(=O)C2CC(=O)N(c3ccc(C)cc3)C2)CC1 (centres undefined)	5	11	3.4	-13	-2.2	-3	1.6	-2.0	20*	3	2
O=C1CN(C(=O)c2ccccn2)c2ccccc2N1	5	-3	2.6	13	-5.9	-1	-2.1	1.2	9	5	1
CCc1ccc(NC(=O)CCc2nc3cccnc3n2Cc2ccc(OC)cc2)cc1	3	167	2.9	4	-0.8	0	-0.7	0.1	-2	nt	-9
COCC(C)n1c(C)cc(C(=O)CN2C(=O)NC3(CCCCC3C)C2=O)c1C (centres undefined)	1	196	0.0	7	0.9	6	-1.2	-0.2	-7	2	6
O=C(COC(=O)c1ccc(Cl)nc1)NCCC1=CCCCC1	-3	-12	1.2	4	-2.7	-15	-0.8	1.6	-9	9	-4
Cc1cc(-c2cccc([N+](=O)[O-])c2)nc2ccccc12	6	12	3.9	-8	0.5	-6	1.1	5.7	6	14	-5
CCCCOc1cc(C(=O)NCCN(CC)CC)c2ccccc2n1	0&-4	71&-1	2.5&2.6	6&4	-0.9&2.6	20&-4	-1.2&-0.7	-1.4&1.4	12&-3	-9&-14	-4&5
Cc1sc2cc(-c3cccc([N+](=O)[O-])c3)c(-c3cccc([N+](=O)[O-])c3)c[n+]2c1C	-1	-17	4.3	17	0.3	-16	-2.9	2.8	-4	-16	-5
CN(C)c1ccc(C(=O)NCc2ccc3c(c2)OCO3)cc1	-13	7	4.0	9	2.2	10	-2.0	0.1	6	1	-10
CCN(CC)CC(C)CNC(=O)C1(O)c2ccccc2NC(=O)N1c1ccc(Cl)c(Cl)c1 (centres undefined)	11	-7	2.0	6	1.4	14	-1.3	-0.6	1	0	-10
COC(=O)c1ccccc1NC(=O)Nc1ccc(C(=O)N2CCCC2)cc1	2	9	3.4	18	1.7	-4	-3.4	0.6	-4	-18	0
CCc1nc(SCC(=O)c2ccccc2)c2ccccc2n1	-6	12	3.9	10	1.4	-23	-2.0	1.5	-1	3	9
CCOC(=O)c1sc(NCc2ccco2)c(-c2nc3ccccc3s2)c1N	-2	-4	1.0	3	-1.0	4	-0.5	-3.5	2	-13	5
CCOC(=O)CSc1nc(-c2ccncc2)ccc1C#N	-4	-3	4.3	1	-0.2	-2	-0.2	1.7	-7	3	-6
COC(=O)c1ccc(OCC(=O)c2ccccc2)cc1	9	-11	-1.2	10	2.1	-33	-1.7	3.2	-10	-17	14
CCCCOC(=O)Cn1c(=O)n(CC(=O)OCCCC)c2ccccc21	3	-2	2.1	-11	0.6	-5	2.7	2.4	-1	-2	-1
CC(=O)c1ccc(OCc2cc(C(=O)N(C)Cc3ccon3)no2)cc1	-12	-7	1.0	8	nt	-4	-1.1	nt	-8	-2	-1
O=C(NNC(=O)C1CCCN(c2ncccn2)C1)c1ccncc1 (centres undefined)	-3	4	3.1	13	-1.6	-12	-2.0	3.7	2	-7	1

# Other compounds.
SMILES	PKA-R1A act	SUMO Mot1 rescue	phage Ecoli inh	MOR-DOR inv ag	E coli growth	HTR5A inv ag	OPRM1-OPRD1 ag	AddAB inh	PKA-R2B activ	PfHsp90 set2	Tat transport
OCCN1CCN(c2cc(C(F)(F)F)nc3c(F)cccc23)CC1	-3	0	0.8	12	0.4	-2	-2.4	0.7	7	-14	-2
Cc1ccc(OCC(=O)N(Cc2ccccc2)C2CCS(=O)(=O)C2)c([N+](=O)[O-])n1 (centres undefined)	-2	nt	3.3	3	-0.6	23	-0.5	1.6	-2	12	9
COc1ccc(Nc2nc(NCCCN3CCOCC3)nc(N)c2[N+](=O)[O-])cc1	8	-5	0.8	11	-0.2	13	-2.1	-1.0	6	8	-1
COc1cc(C(=O)NC(C)CCn2cccn2)ccc1OC1CCN(C(C)=O)CC1 (centres undefined)	2	12	0.4	11	2.4	6	-2.1	1.8	-4	0	3
CCN(C(=O)COC(=O)C12CC3CC(CC(O)(C3)C1)C2)c1c(N)n(Cc2ccccc2)c(=O)[nH]c1=O	17	nt	0.1	-4	nt	11	0.9	nt	-1	18	5
COc1ccc(OC)c(-c2csc(NC(=O)COC(=O)C3(C)CC3(Cl)Cl)n2)c1 (centres undefined)	-7	-7	0.8	-14	0.3	-37	3.7	0.4	-12	-52	3
COC(=O)NCCc1cc(OC)c(OC)cc1S(=O)(=O)N1CC(=O)Nc2ccccc21	-1	323	-0.2	1	-0.3	8	-0.2	-2.1	2	3	6
COc1ccc(-c2cc(C)nc3c(-c4ccccc4)cnn23)cc1	-3	nt	0.1	5	nt	4	-1.1	nt	-8	8	-3
COc1ccccc1NC(=O)c1ccc(COc2ccccc2Br)o1	-7	-13	0.3	8	-3.6	-18	-1.7	-1.2	-11	4	2
NC(=O)c1ccccc1NC(=O)c1ccc2ccccc2c1	-13	-8	2.0	9	-1.2	-16	-1.8	0.4	-10	-13	-3
Cc1ccc2nc(C3CCCN(C(=S)Nc4ccccc4C)C3)[nH]c2c1 (centres undefined)	6	-12	0.4	6	0.0	5	-1.1	-1.5	8	-13	-5
Cc1occc1-c1nnc(SCC(=O)NCc2cccs2)n1-c1ccc(F)cc1	3	-23	2.5	11	-2.7	16	-2.0	-3.8	-6	-34	2
COc1ccc([C@H]2CC(=O)C=C(c3cc(OC)ccc3OC)C2)cc1	-6	-15	1.9	11	0.4	-3	-2.1	-0.6	-11	-13	6
Cc1noc(C)c1C(=O)Nc1ccc(S(=O)(=O)N2CCCCC2)cc1	10	6	2.1	5	0.6	-30	-1.1	-0.1	-2	-6	1
O=C(Nc1cccnc1Cl)c1cc(-c2ccc(F)cc2)on1	-9	16	2.5	-1	-1.5	-13	0.1	2.9	0	-21	-5
CCCNS(=O)(=O)c1ccc(OCC(=O)N2CCCC2)cc1	-6	-14	4.5	15	1.2	-10	-2.9	4.0	-4	9	-19
CC(C)C(=O)Nc1nnc(-c2ccccc2)o1	4	-6	2.2	10	-0.2	-19	-1.9	0.6	-8	9	2
O=c1c(NCCc2ccccc2)c(-c2ccccc2)c1=O	-9	-25	-1.4	-18	1.0	-17	3.8	3.3	6	25	-1
COC(=O)c1c(N2C(=O)[C@H]3[C@@H](C2=O)[C@]2(C(=O)Nc4c2ccc(C)c4C)N2CCC[C@@H]32)sc(C)c1C	4	-18	4.4	-20	-1.9	-23	3.8	1.9	1	4	-2
Cc1ccc(CNC(=O)c2cncc(Br)c2)cc1	0	-8	3.8	15	0.8	-9	-2.9	4.2	-2	0	4
CC(C)=CCN1CCN(Cc2ccc3nsnc3c2)CC1CCO (centres undefined)	3	-9	4.5	13	0.7	11	-2.8	-1.1	-3	-34	-5
OCCNc1nc(N2CCCC2)nc(N2CCCC2)n1	2	5	1.5	10	-0.1	-14	-1.8	1.8	-2	-2	-1
c1ccc(-n2ncc3c(N4CCN(c5ccccn5)CC4)nc(N4CCCCCC4)nc32)cc1	4	-24	-0.1	4	0.2	-7	-0.8	-1.2	-2	-26	-2
CSC(=NC#N)N1CCN(c2ccc(Cl)cc2)CC1	5	nt	2.6	12	-1.7	-10	-2.3	0.3	-1	-24	0
CN(C(=O)COc1ccc(Cl)cc1Br)C1CCCCC1	1	1	-1.0	-24	1.0	-16	4.3	3.2	-3	16	2
CC(C)(C)NC(=O)COC(=O)c1ccc2c(c1)C(=O)N(Cc1ccco1)C2=O	-2	9	0.7	-1	-2.1	-11	0.1	1.2	0	33	9
CC(C)c1ccc(NC(=S)NNc2ccc(Cl)c(C(=O)O)c2)cc1	1	-5	2.5	-22	1.8	25	4.1	-0.5	-3	-20	0
Cc1nc2ccc(NC(=O)c3cc(S(=O)(=O)N(C)c4ccccc4)ccc3Cl)cc2s1	7	72	3.0	-40	-2.0	-34	5.9	5.0	2	-45	-4
COc1ccccc1N1N=C(c2cccs2)CC1c1ccccc1 (centres undefined)	-2	8	-0.6	-12	-0.7	6	2.3	3.9	-2	-21	10
CC(=O)N(C)c1ccc(C(O)(C(F)(F)F)C(F)(F)F)cc1	9	2	5.5	-9	2.0	-4	1.8	0.7	-4	-26	3
COc1ccc(C(CNC(=O)c2cccc(S(=O)(=O)N(C)c3ccccc3)c2)N2CCCC2)cc1 (centres undefined)	-5	-5	1.8	9	-2.8	9	-2.4	-0.2	-1	-56	-2
